Rv3671c inh: Rv3671c serine protease inhibitors, primary screen, biochemical, fluorescence polarization, M. tuberculosis H37Rv; P9WHR9; inhibition, % at 5.96 µM; 320,000 tested, 0.048% active; in the data active = inhibition above about 38%;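 note: extracellular domain of Rv3671c used as enzyme; 0% = enzyme with DMSO and 100% = no enzyme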
Target sequence (P9WHR9 whole entry, looked up, the tested form may be a part): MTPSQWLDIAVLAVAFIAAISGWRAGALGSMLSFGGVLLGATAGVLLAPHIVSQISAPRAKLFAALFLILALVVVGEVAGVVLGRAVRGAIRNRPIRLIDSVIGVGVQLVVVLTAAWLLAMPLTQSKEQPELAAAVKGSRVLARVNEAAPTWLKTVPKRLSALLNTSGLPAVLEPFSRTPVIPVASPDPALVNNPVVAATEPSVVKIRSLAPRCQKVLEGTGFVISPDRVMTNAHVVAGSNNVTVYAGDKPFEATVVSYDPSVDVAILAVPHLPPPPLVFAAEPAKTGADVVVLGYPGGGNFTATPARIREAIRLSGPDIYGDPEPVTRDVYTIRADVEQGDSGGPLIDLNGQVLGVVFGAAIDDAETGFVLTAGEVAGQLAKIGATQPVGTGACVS
BH1578 lux ind: inducers of Vibrio cholerae quorum light production without autoinducers, primary screen, BH1578 luxS cqsA deficient, single point. activation, % at 18.7 µM. 350,000 tested, 0.16% active. V. cholerae BH1578 lux reporter, luminescence, 6 h; in the data active = activation mostly above about 9.7%, no sharp cut-off; note: not every result past the cut was called active; inactives centre near 0; reference of the scale not given here
MazF activator: activators of E. coli MazEF toxin-antitoxin RNase, primary screen, biochemical, fluorescence, uHTS | FAM/BHQ RNA-DNA oligo cleavage fluorescence, 5 h | Endoribonuclease toxin MazF (Escherichia coli (strain K12)), P0AE70 | 350,000 tested, 0.32% active | AID 504720, 2011 | activation, % at 20 µM; in the data active = activation above about 50%
Target sequence (P0AE70 whole entry, looked up): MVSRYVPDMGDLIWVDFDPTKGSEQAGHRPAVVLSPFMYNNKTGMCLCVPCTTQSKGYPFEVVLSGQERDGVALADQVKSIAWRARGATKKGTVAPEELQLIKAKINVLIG
VHR inh abs: VHR1 phosphatase inhibitors, primary screen, biochemical, absorbance, uHTS; recombinant VHR phosphatase, pNPP absorbance; 290,000 tested, 0.52% active; inhibition, % at 13.3 µM; in the data active = inhibition above about 50%; note: some compounds called inactive have numbers as strong as hits
Target sequence (P51452 whole entry, looked up): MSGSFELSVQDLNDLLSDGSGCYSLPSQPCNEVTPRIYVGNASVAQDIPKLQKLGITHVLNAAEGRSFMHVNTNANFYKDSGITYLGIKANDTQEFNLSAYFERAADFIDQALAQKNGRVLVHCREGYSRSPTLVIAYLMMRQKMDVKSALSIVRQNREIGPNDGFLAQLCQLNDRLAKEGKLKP
3CLpro inhibitor: SARS-CoV 3CLpro protease inhibitors, primary screen, biochemical, quenched FRET | Replicase polyprotein 1ab (Severe acute respiratory syndrome coronavirus), P0C6X7 | recombinant SARS-CoV 3CLpro, quenched FRET peptide cleavage | inhibition, % at 6 µM | 290,000 tested, 0.14% active | AID 1706, 2009; in the data active = inhibition above about 12%
GDH-TPI counter: GDH-TPI coupling enzyme inhibitors, primary screen, artefact control for M. tuberculosis FBA inhibitor project, biochemical, absorbance, full deck; GDH-TPI coupled enzyme counterscreen, NADH absorbance; 360,000 tested, 1.2% active; AID 588335, 2011; inhibition, % at 4.8 µM; in the data active = inhibition above about 30%;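 note: 0% = DMSO wells and 100% = wells lacking the enzyme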
FBA Mtb inh: Mtb FBA enzyme inhibitors, primary screen, biochemical, fluorescence, strain H37Rv. inhibition, % at 1 µM. purified M. tuberculosis FBA, fluorescence read-out. AID 588726, 2011. 360,000 tested, 2.3% active. Fructose-bisphosphate aldolase (Mycobacterium tuberculosis (strain ATCC 25618 / H37Rv)), …; in the data active = inhibition above about 27%;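 note: 0% = vehicle and 100% = reference inhibitor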
Target sequence (P9WQA3 whole entry, looked up): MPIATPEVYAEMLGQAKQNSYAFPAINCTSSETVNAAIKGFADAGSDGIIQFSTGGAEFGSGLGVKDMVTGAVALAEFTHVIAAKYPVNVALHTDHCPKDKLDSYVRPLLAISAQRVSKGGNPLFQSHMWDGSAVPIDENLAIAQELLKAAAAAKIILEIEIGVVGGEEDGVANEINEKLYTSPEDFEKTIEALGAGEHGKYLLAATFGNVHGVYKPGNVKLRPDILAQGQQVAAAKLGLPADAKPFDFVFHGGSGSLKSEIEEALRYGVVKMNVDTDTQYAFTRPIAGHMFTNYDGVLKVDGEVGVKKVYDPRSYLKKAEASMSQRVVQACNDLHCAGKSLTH
SSB-PriA inh: inhibitors of Klebsiella pneumoniae PriA binding to SSB C-terminal tail, primary screen, biochemical, AlphaScreen | 430,000 tested, 0.6% active | inhibition, % at 33 µM | AlphaScreen SSBct-PriA binding, biotinylated peptide | PriA–SSB C-terminal tail interaction (Klebsiella pneumoniae); in the data active = inhibition mostly above about 37%, no sharp cut-off; inactive = mostly below about 20%;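 note: plate controls were negative control peptide for no effect and reference peptide for full effect; strong numbers were not always called active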
BioA inh: M. tuberculosis BioA enzyme inhibitors, primary screen, biochemical, plate reader, single point, HTS. purified M. tuberculosis BioA enzyme. inhibition, % at 9.99 µM. 360,000 tested, 0.096% active. AID 602481, 2012; in the data active = inhibition above about 40%
Mtb UGM inh: M. tuberculosis UGM enzyme inhibitors, primary screen, biochemical, fluorescence polarization, single point. UDP-galactopyranose mutase (Mycobacterium tuberculosis (strain ATCC 25618 / H37Rv)), …. purified UGM, fluorescence polarization probe displacement. inhibition, % at 10 µM. 320,000 tested, 0.06% active; in the data active = inhibition above about 10%, passing the limit was not always enough
* marks the source's active call; other numbers are inactive results; i = inactive; · = no result given; & = joins results of further samples.

SMILES	Rv3671c inh	BH1578 lux ind	MazF activator	VHR inh abs	3CLpro inhibitor	GDH-TPI counter	FBA Mtb inh	SSB-PriA inh	BioA inh	Mtb UGM inh
CCN(C(=O)COC(=O)c1cc([N+](=O)[O-])ccc1N1CCOCC1)c1ccccc1	6.8	i	3.3	·	·	11.2	1.6	1.1	-3.7	-2.2
CC(C)NC(=O)C1CCN(Cc2cccc(Oc3ccccc3)c2)CC1	·	i	-4.3	13.6	-1.8	2.6	2.2	-12.3	0.2	1.5
CCOC(=O)C1=CN(Cc2cccc(F)c2)S(=O)(=O)NC1c1ccccc1 (configuration not stated)	·	1.1	-3.6	·	·	0.9	-0.3	1.5	-0.1	·
Oc1ccc(/C=N/N2CCN(C3c4ccccc4-c4ccccc43)CC2)cc1O	6.1	-0.4	9.1	17.0	4.7	19.8	-5.4	·	0.8	-2.3
c1ccc(CSc2nnc(NC3CCCCC3)s2)cc1	·	i	4.1	·	·	14.2	2.3	·	1.4	·
COc1cc(OC)c2c(=O)cc(-c3cccnc3)oc2c1	0.1	-0.6	0.6	3.7	-2.8	9.5	1.7	-9.5	13.7	-0.6
CC12CCC(C(=O)N3CCCCC3)(CC1=O)C2(C)C (configuration not stated)	-4.1	-0.6	2.6	30.4	0.8	0.5	1.7	-0.8	-0.7	1.8
Cc1cc(C)nc(/N=C(\N)Nc2ccc(OCCC(C)C)cc2)n1	4.9	-0.6	-2.1	10.8	2.0	16.8	-1.9	·	0.6	0.7
CCOC(=O)C1=C(C)C(c2ccc(OC)cc2OC)NC(=O)N1 (configuration not stated)	-7.9	-0.6	1.6	-13.2	-0.9	1.9	1.8	4.4	·	0.2
O=C(CSc1ccc(C(F)(F)F)cc1[N+](=O)[O-])Nc1ccc2ccccc2c1	-12.0	-0.2	-3.5	-3.9	-2.5	3.4	1.9	-10.2	-2.0	0.8
COC(=O)c1ccccc1SCc1csc(C)n1	-2.4	-0.4	-0.4	3.0	-2.3	-1.9	1.4	-3.6	1.4	0.3
O=C(Nc1sc2c(c1C(=O)O)CCCCC2)c1ccco1	-17.1	-0.4	1.3	1.5	8.6	22.5	5.0	-6.5	-0.9	-1.1
COc1ccccc1[C@H]1C(c2ccccc2)=NN(c2ccccc2)[C@@H]1CO	·	0.2	-2.2	·	·	5.2	79.2*	-63.1	-0.1	·
COc1ccc(CNC(=O)CSc2nnc(C)n2-c2ccc(F)cc2)cc1	15.2	-0.3	-2.3	-2.5	-0.8	-4.4	-2.2	-5.3	·	-2.0
COc1cc(/C=N/NC(N)=S)ccc1OC(=O)c1ccc(C)cc1	-13.4	i	5.2	24.3	-4.8	15.6	1.1	·	·	1.2
CCN(CCn1cccn1)C(=O)c1cccc(OC2CCN(S(C)(=O)=O)CC2)c1	-10.2	·	2.7	9.7	-1.9	0.3	2.6	-2.9	-1.8	-2.1
CCN(CC)C(=O)Cn1c(=O)n(-c2ccccc2)c(=O)c2sccc21	6.0	-3.6	6.6	-15.2	1.7	11.9	-1.0	-9.9	·	-0.8
Cc1ccc(C)c(/C=N/Nc2nc3ccccc3c(=O)n2O)c1	2.3	-0.4	2.7	12.5	-1.1	3.1	2.1	i	-1.6	-1.3
CNC(=S)NNC(=O)COc1ccc(C)c(C)c1	-1.7	-3.7	-1.4	29.9	-1.0	6.2	6.1	3.5	·	-3.0
Cc1ccccc1-n1c(SCc2cccc(F)c2)nc2[nH]ncc2c1=O	3.1	-0.1	5.8	2.9	6.9	-6.2	-7.5	4.9	3.1	0.6
Cc1ccc(C(=O)Nc2ccc(N3CCN(C(=O)c4ccco4)CC3)cc2)cc1	12.3	-0.3	-22.7	23.4	2.3	2.5	4.3	6.4	-0.8	0.4
Cc1csc(NC(=O)/C=C/c2ccc(C)o2)n1	-4.2	i	-4.1	4.6	-2.0	7.4	1.7	-18.7	·	1.5
O=S(=O)(NC1CC1)c1ccc(Cl)cc1	1.1	-1.0	-3.2	13.9	0.7	-6.2	-1.0	4.7	6.0	-0.7
NC(=O)Cn1nc([N+](=O)[O-])nc1Oc1ccccc1F	10.8	-0.3	9.3	-6.3	-0.6	2.4	1.7	-21.6	0.0	0.1
COc1ccccc1CCNCc1cc2c(cc1[N+](=O)[O-])OCO2	2.0	·	-4.9	30.5	-1.7	13.9	-4.4	-0.3	-0.1	-0.5
Cc1c(Br)cc(C(=O)N2CCCC2)c(C)c1C	3.9	0.1	4.0	-11.5	5.0	6.8	-0.6	-12.0&-8.0	1.4	-2.0
COc1ccc(-c2nc(C)ncc2N=Nc2ccccc2)cc1	3.9	-0.5	-1.5	-7.2	-2.6	20.9	-2.5	49.2	0.3	0.7
CC(CO)(CO)N=Cc1c(O)n(-c2cccc3ccccc23)c(=O)[nH]c1=O	-1.2	-5.0	4.6	25.4	4.3	-4.3	2.4	-2.8	-0.2	3.4
O=C(C1CCCO1)N1CCN(C(=O)C23CC4CC(CC(C4)C2)C3)CC1 (configuration not stated)	·	-0.6	0.3	·	·	-4.5	-1.7	·	0.7	·
CC(CC(c1ccccc1)N1CCc2ccccc2C1)=NO (configuration not stated)	·	0.0	2.4	·	·	8.8	-3.6	·	1.0	·
Cc1cc(=O)c(C(=O)c2ccccc2)c(C)o1	1.4	-0.6	1.6	·	·	1.9	0.0	-7.6	·	-1.8
COC(=O)C1=C(c2ccc(F)cc2OCc2ccccc2)C[C@@H]2CC[C@H]1N2C(=O)NCc1cccc(F)c1	-12.8	1.2	0.7	·	·	8.5	-0.6	-13.5	-1.1	1.2
CC(=O)NS(=O)(=O)c1ccc(NC(=O)c2ccc3c(c2)C(=O)N(CCC(C)C)C3=O)cc1	-41.3	-0.3	6.1	-0.1	1.7	7.0	-4.1	3.1	2.5	1.1
CCN1CCN(C(=O)NC2CCCCC2)CC1	9.7	-2.4	0.2	-4.9	-1.2	-2.6	0.1	-2.4	-0.3	0.7
O=C(CCc1nc2ccccc2s1)NC1CCOC1=O (configuration not stated)	-0.1	i	4.4	-6.7	2.6	2.5	-1.9	1.9	-1.6	1.9
CN(C(=O)c1cccc(NC(=O)Cc2ccc(NC(=O)C3CCN(C(=O)C4CC4)CC3)cc2)c1)C1CCC1	·	i	3.1	·	·	-9.1	-0.2	-3.2	1.1	·

Next part; the last four above are carried over.
SMILES	Rv3671c inh	BH1578 lux ind	MazF activator	VHR inh abs	3CLpro inhibitor	GDH-TPI counter	FBA Mtb inh	SSB-PriA inh	BioA inh	Mtb UGM inh
CC(=O)NS(=O)(=O)c1ccc(NC(=O)c2ccc3c(c2)C(=O)N(CCC(C)C)C3=O)cc1	-41.3	-0.3	6.1	-0.1	1.7	7.0	-4.1	3.1	2.5	1.1
CCN1CCN(C(=O)NC2CCCCC2)CC1	9.7	-2.4	0.2	-4.9	-1.2	-2.6	0.1	-2.4	-0.3	0.7
O=C(CCc1nc2ccccc2s1)NC1CCOC1=O (configuration not stated)	-0.1	i	4.4	-6.7	2.6	2.5	-1.9	1.9	-1.6	1.9
CN(C(=O)c1cccc(NC(=O)Cc2ccc(NC(=O)C3CCN(C(=O)C4CC4)CC3)cc2)c1)C1CCC1	·	i	3.1	·	·	-9.1	-0.2	-3.2	1.1	·
COC(=O)[C@H](CCSC)NC(=O)Cn1ccc(N)nc1=O	-4.5	i	-6.5	·	·	2.2	-0.9	-10.8	-1.4	-2.6
C=CCC1(CC=C)CCCN1C(=O)C1CCC(=O)N(CCc2ccc(OC)cc2)C1 (configuration not stated)	8.1	-0.4	0.9	15.0	1.5	1.2	0.7	-2.6	1.2	0.7
Cc1cc(C)cc(NC(=S)NCc2cccn2C)c1	-1.5	-0.4	0.8	24.7	-2.6	-2.0	0.3	22.0	·	-1.4
CS(=O)(=O)c1cccc(C(=O)Oc2ccccc2)c1	-1.6	6.2	-0.2	-1.9	4.5	11.4	1.0	-17.9	-0.9	-0.1
O=C(NCCC1=CCCCC1)c1c(O)nc2ccccn2c1=O	-11.5	-0.2	10.9	38.4	-3.5	7.0	1.6	-3.7	-0.1	-0.7
COc1ccc(S(=O)(=O)N2CCOCC2)cc1NC(=O)COc1ccc(C)cc1	-1.0	10.6	-0.6	·	·	6.8	1.0	-5.3	-0.9	2.5
Nc1c(Cl)cc2c(c1Br)Cc1ccccc1-2	·	1.0	-3.1	·	·	13.2	-2.2	-1.8	-0.6	·
Cc1nc(-c2ccccc2)cc(=O)[nH]1	4.7	0.0	2.7	-7.3	0.9	-2.8	1.3	-11.8	1.2	-0.6
Cc1cccc(NCCNc2cccc(C)c2)c1	-1.8	i	0.6	13.2	-2.3	0.0	2.8	-7.1	-0.4	-0.9
CCOC(=O)N1CCN(C(=O)C2CCN(C(=O)c3ccccc3C)CC2)CC1	·	-3.2	-14.0	·	·	8.2	1.1	8.4	-3.1	·
CC(OC(=O)c1c(F)cccc1F)C(=O)NCCC1=CCCCC1 (configuration not stated)	4.1	i	2.0	·	·	8.8	3.4	-11.4	0.0	0.8
Cc1ccc(-c2cc(NC(=O)CCl)n(-c3ccccc3)n2)cc1	-4.0	i	3.0	-13.1	11.0	4.9	-1.9	11.0	-0.6	0.8
CC(=O)N1c2ccccc2Oc2cc3ccccc3cc21	-1.3	-0.7	1.7	4.7	8.5	0.0	2.0	-8.0	0.3	-0.9
COCCCN(C(=S)Nc1cc(Cl)cc(Cl)c1)C(C)c1ccccn1 (configuration not stated)	-16.4	i	4.9	23.1	0.7	3.3	1.9	-12.1	-0.2	1.1
Cc1cc(NC(=O)CSc2nc3ccsc3c(=O)n2CCCC(=O)NCCc2ccccc2)no1	2.4	-0.7	2.5	11.6	-1.2	1.9	0.4	-1.8	·	-1.8
O=C(Oc1ccc(-c2nnco2)cc1)N(c1ccccc1)c1ccccc1	1.2	·	0.0	16.8	-1.0	13.0	-7.1	3.8	-3.4	-0.8
CN(C(=O)c1cc2c(=O)n3ccccc3nc2s1)C1CCCCC1	0.1	i	11.5	9.6	4.6	7.6	94.8*	-11.2	1.4	-2.8
CNCc1c(OCc2ccccc2)ccc2ccccc12	1.6	i	16.0	21.9	0.7	19.4	2.8	1.9	-2.7	-0.5
Cc1ccc(C(=O)NNC(=O)c2ccc(S(=O)(=O)N(C)c3ccccc3)cc2)cc1	·	i	1.9	·	·	-0.7	0.2	-0.2	0.4	·
CC1CN(CC(=O)N2CCc3[nH]c4ccccc4c3C2)CC(C)O1 (configuration not stated)	-2.4	0.4	3.1	22.2	3.0	7.9	-0.6	38.1	0.2	4.4
CCOc1ccc(N=C2SC(C(=O)Nc3ccccc3C#N)C(N)=C2C(=O)Nc2ccc(Cl)cc2)cc1 (configuration not stated)	-76.1	0.8	-5.5	5.6	3.2	8.7	-0.4	8.7	·	-3.0
COc1ccc(CCN=CC2=C(O)CC(C)(C)CC2=O)cc1	7.4	4.3	6.3	31.5	-0.6	-0.6	2.1	-19.4	1.5	-0.6
CCN1CCN(c2nc(Nc3cccc(C)c3)nc(N)c2[N+](=O)[O-])CC1	-4.5	-1.7	4.6	2.1	2.2	13.0	-5.2	14.5	2.6	0.0

Bioassay records deposited in PubChem BioAssay by several laboratories.

Some of the compounds tested (hit frequency here may not be typical).
